Polio RdRp inh: poliovirus RNA polymerase inhibition; hit rate 0.66% among 150,000; AID 588519; poliovirus polymerase elongation, fluorescence polarization; hits give low values; % elongation, % (compound at 16.7 µg/mL); P03300; in the data active means % elongation below about 90%; further: some results filed as inactive read as strong as hits
Target sequence (P03300 1749-2209 limits assumed): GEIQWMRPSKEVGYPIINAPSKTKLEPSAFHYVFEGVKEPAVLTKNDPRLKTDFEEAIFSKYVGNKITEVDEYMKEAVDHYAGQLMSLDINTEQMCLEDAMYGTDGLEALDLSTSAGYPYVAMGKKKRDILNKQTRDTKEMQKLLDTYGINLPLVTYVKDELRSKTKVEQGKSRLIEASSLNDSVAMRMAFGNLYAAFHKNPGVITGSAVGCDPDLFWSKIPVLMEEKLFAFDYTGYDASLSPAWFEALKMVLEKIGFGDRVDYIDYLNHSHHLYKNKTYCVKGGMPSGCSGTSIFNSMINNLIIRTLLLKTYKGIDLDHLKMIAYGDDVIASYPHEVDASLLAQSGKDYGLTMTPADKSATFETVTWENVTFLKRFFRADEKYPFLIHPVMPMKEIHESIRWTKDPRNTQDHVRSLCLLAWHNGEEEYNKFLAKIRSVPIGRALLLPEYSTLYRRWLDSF
Polio RdRp inh FP z-score: recorded beside Polio RdRp inh, whose call it bears; z-score; measured here: FP z-score; hits read low
The depositor's hits bear a star.

Start of the listing, in advance:
SMILES	Polio RdRp inh	Polio RdRp inh FP z-score
Cn1c(=O)c2c(nc(SCC(=O)Nc3ccccc3F)n2Cc2ccc(Cl)cc2)n(C)c1=O	104	0
Cc1ccc2c(c1)-c1c(cnn1CC(=O)Nc1ccc3c(C)cc(=O)oc3c1)CO2	101	-0.4
CN1CCN(CCOc2ccccc2)CC1	101	-0.2
COc1cccc(C=C2C(=O)N(C)C(=S)N(C)C2=O)c1OC	95	-1.2
CCOc1ccc(Nc2nc3ccccc3nc2Nc2ccc(OCC)cc2)cc1	101	0.2
CCOC(=O)C1=C(C)N=C(SC)N(C(C)=O)C1c1ccccc1 (centres undefined)	100	-0.2

Results, from the first entry:
SMILES	Polio RdRp inh	Polio RdRp inh FP z-score
Cn1c(=O)c2c(nc(SCC(=O)Nc3ccccc3F)n2Cc2ccc(Cl)cc2)n(C)c1=O	104	0
Cc1ccc2c(c1)-c1c(cnn1CC(=O)Nc1ccc3c(C)cc(=O)oc3c1)CO2	101	-0.4
CN1CCN(CCOc2ccccc2)CC1	101	-0.2
COc1cccc(C=C2C(=O)N(C)C(=S)N(C)C2=O)c1OC	95	-1.2
CCOc1ccc(Nc2nc3ccccc3nc2Nc2ccc(OCC)cc2)cc1	101	0.2
CCOC(=O)C1=C(C)N=C(SC)N(C(C)=O)C1c1ccccc1 (centres undefined)	100	-0.2
CCCC1(CCC)NC(=O)N(Cn2nnc3ccccc3c2=O)C1=O	104	0.1
CCOC(=O)CN=C1NC(=O)C(c2ccccc2)(c2ccccc2)N1	100	-0.3
C=CCOC(=O)C1=C(C)NC(SC)=C(C#N)C1c1ccccc1OC (centres undefined)	99	0
COc1cc(OC)c(NC(=O)c2cc3c(s2)-c2ccc(Cl)cc2SC3)cc1Cl	108	0.4
COc1ccc(C2C(C(=O)NC(C)C)c3ccccc3C(=O)N2Cc2ccc(F)cc2)cc1 (centres undefined)	103	-0.1
COC(=O)C1=C(C)N(Cc2cccnc2)C(=O)/C1=C\c1ccc(OC)cc1OC	99	-0.4
COc1cccc(NC(=O)CSc2nc(-c3ccccc3Cl)nc3c2Cc2c(CO)cnc(C)c2O3)c1	99	-1.6
COCCn1c(C)cc(O)c(C(c2ccc(Cl)cc2)N2CCN(c3ccccc3)CC2)c1=O (centres undefined)	112	0.7
O=C(CN1C(=O)c2ccccc2S1(=O)=O)c1ccc2c(c1)OCCCO2	101	-0.5
O=C1N/C(=N/N=C\c2ccco2)SC1Cc1cccc(C(F)(F)F)c1 (centres undefined)	100	-0.6
COC(=O)CNC(=O)c1cc2cc(Cl)ccc2oc1=O	100	-0.4
COCCn1c(-c2ccccc2)nc(=S)c2c1CCCC2	100	-0.8
COc1ccc(CNC(=O)c2ccc3nc(-c4ccc(F)cc4)c(-c4ccc(F)cc4)nc3c2)cc1	111	0.5
CC1=C(C(=O)Nc2ccccc2)C(c2ccc(F)cc2)n2nc(SCc3cc(C)ccc3C)nc2N1 (centres undefined)	106	0
CC(=O)OC1CCC(OC(C)=O)c2c1n([O-])c(C)c(C)[n+]2=O (centres undefined)	97	-1.1
O=C(/C=C/c1ccccn1)NC(Cc1c[nH]c2ccccc12)C(=O)O (centres undefined)	106	0.2
Cc1[nH]c(-c2ccc(F)cc2)cc1C(=O)NC1CCCCC1	101	0.1
Cc1ccc(C)c(-c2ccc(=O)n(Cc3ccc(F)cc3Cl)n2)c1	102	-1.1
Cn1ccnc1C(=O)c1cc(=S)[nH]c2ccccc12	96	-0.3
Next section
SMILES	Polio RdRp inh	Polio RdRp inh FP z-score
CC(C(=O)Nc1ccc(C#N)cc1)N1CCN(c2ccc(O)cc2)CC1 (centres undefined)	100	-0.5
COc1cccc(C(=O)N(Cc2ccco2)c2ccccn2)c1	102	-0.3
O=C(Nc1ccccc1)c1ccc2c(c1)OCCO2	104	0.7
COCSC1=NC(c2ccc(SC)cc2)C(C(=O)OC(C)C)=C(C)N1 (centres undefined)	103	0.1
CCOC(=O)N1CCC(N2C(=O)c3ccc(C(=O)Nc4ccc(OC)cc4)cc3C2=O)CC1	101	0.2
Cc1ccc(S(=O)(=O)N(C)C(F)F)cc1	100	-0.1
Cc1nc(NC2=NCN(Cc3ccccc3)CN2)nc2ccccc12	101	-0.2
COc1cccc2cc(C(N)=O)/c(=N/NS(=O)(=O)c3ccc(C)cc3)oc12	103	0.6
O=C(CCCCn1c(=O)c2ccccc2n(Cc2ccccc2F)c1=O)NCc1ccc2c(c1)OCO2	111	1.5
COc1cc(SC)ccc1C(=O)OCC(=O)N(C)C1(C#N)CCCCC1	99	-0.9
CN(C)c1ccc(CN2CCN(Cc3ccccc3)CC2)cc1	100	0.2
O=C1CN(C(=O)c2ccccc2)C(=O)CN1C(=O)c1ccccc1	97	-0.4
S=C1C=C(N2CCCCC2)CC(c2ccc(Cl)cc2)S1 (centres undefined)	102	-0.7
CN1CCN(C(CNC(=O)c2cccc(F)c2)c2ccc3c(c2)OCO3)CC1 (centres undefined)	115	1.8
CCNC(=O)C1CN(S(=O)(=O)c2ccccc2)CCN1S(=O)(=O)c1ccccc1 (centres undefined)	100	-0.4
O=C(CC1SC(=NC2CC2)NC1=O)Nc1cc(C(F)(F)F)ccc1Cl (centres undefined)	102	-0.4
Cc1oc(CSCCSCc2cc(C(=O)O)c(C)o2)cc1C(=O)O	105	1.1
CC1CCC(N2CCCC(CO)C2)CC1 (centres undefined)	98	-0.4
O=C1CCCN1CCNC(=S)Nc1ccccc1	104	0.4
Cc1cccc(NC(=O)CN2C(=O)C(c3ccccc3)=NC23CCC(C)CC3)c1 (centres undefined)	109	0.5
O=C(NC(=S)N1CCN(Cc2ccccc2)CC1)C1CCCCC1	100	-0.2
CCOc1cccc(C(=O)Nc2nnc(S(=O)(=O)N(C)c3ccc(C)cc3)s2)c1	113	1.1
Cc1ccc(Cl)cc1N1CCN(C(=O)Cn2ncc3c(=O)oc4ccccc4c32)CC1	102	0.5
Cn1ccnc1C(=O)c1cccc(S(=O)(=O)N2CCCc3ccccc32)c1	107	0.5
CCOc1ccccc1NC(=O)CN1c2ccccc2S(=O)(=O)c2ccccc21	101	-1.3
Going on with the list:
SMILES	Polio RdRp inh	Polio RdRp inh FP z-score
CC(C)CC(=O)Nc1c(C(=O)Nc2cccc(F)c2)oc2ccccc12	100	0
CCc1cc2c(cc3c(=O)n(CC(=O)NCCN4CCOCC4)ncn32)s1	99	-1.2
CC1(C)C(=O)NCCN1C(=O)CSc1nccc(-c2ccccc2)n1	102	0.4
c1ccc(C2=NP(N3CCOCC3)(N3CCOCC3)=NC(N3CCOCC3)=N2)cc1	99	-0.1
O=C(CN(CCc1ccc2c(c1)OCCO2)CC(=O)NC1CC1)NC1CC1	108	0.6
O=S(=O)(NC1CCCCC1)c1ccccc1	103	0.3
Clc1ccc(C=Nc2ccc3c(c2)OCCOCCOCCO3)c(Cl)c1	101	-0.1
O=C(CSC1=NCCS1)Nc1ccc(Cl)cc1C(F)(F)F	100	-0.5
N#Cc1c(F)cccc1N1CCC(C(N)=O)CC1	105	0.8
NNC(=S)Nc1ccccc1	98	-0.3
Nc1ccc(OCc2ccccc2)cc1	101	-0.3
O=C(NCCc1ccccc1)c1ccc(Cn2c(SCc3ccccc3F)nc3cccnc32)cc1	106	-0.5
O=C1CN(Cc2ccccc2)CC(=O)N1	101	0.1
COc1ccc(NC(=O)c2ccc3oc(=O)c(S(=O)(=O)c4ccccc4)cc3c2)cc1	101	-0.3
CC1(C)CC(=O)C(C2C3=C(CC(C)(C)CC3=O)Oc3ccc(Br)cc32)=C(O)C1 (centres undefined)	102	0.3
Cc1ccc2[nH]c3c(=O)n(CC(=O)N(C)c4cc(Cl)ccc4C)ncc3c2c1	105	0.1
CN(Cc1ccccc1)C(=O)C1CCCN(c2ncnc3onc(-c4ccc(F)cc4)c23)C1 (centres undefined)	102	-0.1
Cc1nc2nc(NC(=O)C(c3ccccc3)c3ccccc3)[nH]n2c(=O)c1C	101	-0.5
Cc1ccc(-n2nc(C)c(C(=O)NCCCN3CCN(c4cccc(Cl)c4)CC3)c2-n2cccc2)cc1	110	0.5
CCc1c(CCN)csc1C	103	0.5
Cc1ccc(NC(=O)/C(C#N)=C/c2ccc(C(C)C)cc2)cc1C	108	0.9
COC(=O)c1scc(-c2ccc(C)cc2)c1S(=O)(=O)Nc1ccc(OC(F)(F)F)cc1	101	-1.2
CC(C)CC(=O)n1nc(-c2cccnc2)nc1NCc1ccc(F)cc1	100	-1.5
COc1ccccc1NC(=O)C(F)(F)C(=O)Nc1ccccc1OC	104	0.2
CCn1cc(C(=O)NCc2ccc(C)cc2)c(=O)c2cc(S(=O)(=O)N3CCC(C)CC3)ccc21	108	0.7
The results go on:
SMILES	Polio RdRp inh	Polio RdRp inh FP z-score
Cn1c(C2=C(O)CN(c3ccccc3)C2=N)nc2ccccc21	105	1.1
O=C(N/C=C/c1ccsc1)Nc1cc(C(F)(F)F)cc(C(F)(F)F)c1	98	-0.8
Cc1ccc2c(n1)sc1c(=O)n(CCc3ccccc3)nnc12	100	-0.9
CCc1ccc(C2=C(C)C(N3CCC(C(=O)NCCc4ccco4)CC3)=NS2(=O)=O)cc1	106	0.1
CCN1C(=O)c2ccc(-c3nc4cc(Cl)ccc4c(=O)o3)cc2C1=O	101	0
Cc1cc(C)c2c(n1)nn1c(C3CC3)cc(C(F)(F)F)nc21	103	0.5
CCOC(=O)c1ccc2c(c1)N(Cc1cccc(C(F)(F)F)c1)C(=O)c1ccccc1S2(=O)=O	116	1.8
Cc1nn(Cc2ccccc2Cl)c(C)c1CN(C)Cc1cc(=O)n2c3c(sc2n1)CCCC3	104	0.1
Cc1nn(CC(=O)NCC(C)c2ccccc2)c(=O)c2cc3ccccc3n12 (centres undefined)	109	-0.3
Cc1csc2nc(CSc3ccc(S(=O)(=O)N4CCOCC4)cn3)cc(=O)n12	103	0.1
CN(Cc1ccco1)C(=O)c1ccc(N2CCCS2(=O)=O)cc1	98	-2
Cc1ccc(O)c(Nc2nc3ccccc3c3nncn23)c1	105	0.1
COc1cccc(C(=O)CN2C3=NCCCN3c3ccccc32)c1	103	0.2
CCCCNc1ccc(C(F)(F)F)cc1N	103	0.1
COC(=O)C(C)Oc1ccc(N2C(=O)c3ccccc3C2=O)cc1 (centres undefined)	104	0.5
Cc1sc2ncn3nc(-c4ccc5c(c4)OCO5)nc3c2c1C	106	1.4
CC(C)Oc1cccc(C(=O)N2CCCCC2)c1	101	-0.3
CCC(Nc1ccccc1)C(=O)N/N=C/c1ccccc1O (centres undefined)	103	0.4
Cn1c(=S)oc2ccccc21	100	-0.3
O=C(Nc1ccc(F)cc1)c1ncn(-c2ccccc2)n1	109	1.3
CN(C)S(=O)(=O)N(Cc1ccc(Br)cc1)c1ccccc1	101	0
O=C(O)CCC1C(=O)NC(=O)NC1=O	101	-0.1
CCCCSCCCNC(=O)c1cn(CC)c2ccc(S(=O)(=O)N3CCOCC3)cc2c1=O	106	0.3
c1ccc2[nH]c(CCn3c4ccccc4c4ccccc43)nc2c1	98	-0.5
CN(C)CC(=O)Nc1ccc(S(N)(=O)=O)cc1	114	1.6

Compound profiles, as listed above. Order of screens: Polio RdRp inh | Polio RdRp inh FP z-score
COc1cccc2cc(C(N)=O)/c(=N/NS(=O)(=O)c3ccc(C)cc3)oc12 as listed: 103 | 0.6
Cn1ccnc1C(=O)c1cccc(S(=O)(=O)N2CCCc3ccccc32)c1 as listed: 107 | 0.5
CC(=O)OC1CCC(OC(C)=O)c2c1n([O-])c(C)c(C)[n+]2=O (centres undefined) as listed: 97 | -1.1
Cc1csc2nc(CSc3ccc(S(=O)(=O)N4CCOCC4)cn3)cc(=O)n12 as listed: 103 | 0.1
COCCn1c(-c2ccccc2)nc(=S)c2c1CCCC2 as listed: 100 | -0.8

The list goes on.
SMILES	Polio RdRp inh	Polio RdRp inh FP z-score
OCCNC(=S)NC1CC2C=CC1C2 (centres undefined)	101	-0.1
Cc1cc(S(=O)(=O)/N=C/N(C)C)c(C)cc1Cl	103	0.4
Cc1cc(=O)n2nc(N(C)CC(=O)O)sc2n1	94	-3.5
CN(C)C(=O)CSc1nc2ccc(C(=O)c3ccccc3)cc2[nH]1	101	0.1
NNC(=O)/C=C/c1ccc(-c2ccc(F)cc2)o1	98	-0.3
CC1CCCCC1NS(=O)(=O)c1ccc(S(=O)(=O)N2CCN(CCC#N)CC2)cc1 (centres undefined)	100	0.1
COc1ccc2c(c1)c1c(c(=O)n(-c3cccc(C)c3)c(=O)n1CC(=O)NCCC1=CCCCC1)n2C	107	0.6
CC(CCN1CCN(C)CC1)c1ccccc1 (centres undefined)	100	-0.3
Cc1cc(SC(=O)N/C=C/c2ccco2)c(C)cc1Cl	117	2
CCS(=O)(=O)N1CCN(Cc2nc3sc4c(c3c(=O)[nH]2)CCC(C(C)(C)C)C4)CC1 (centres undefined)	107	2
N#CCCN(C(=O)c1cccs1)c1ccccc1F	102	0.4
O=C(CCC1CCCC1)N1CCN(C2CCCCC2)CC1	102	0.1
CCN(CC)c1ccc(/C=N/N(CCC#N)C2=NS(=O)(=O)c3ccccc32)cc1	73	-7
O=C(Oc1nnc(SCCS(=O)(=O)c2ccc(F)cc2)n1C1CC1)c1cccs1	99	-0.8
CCc1ccc(NC(=O)CN(c2ccc(OC)cc2)S(=O)(=O)c2c(C)[nH]c(=O)[nH]c2=O)cc1	99	-1.8
O=C(NCCc1ccccc1)c1nnc(C(Nc2ccccc2)c2ccc(Cl)cc2)o1 (centres undefined)	100	-0.3
CCOC(=O)c1c(NC(=O)c2cc(-c3ccc(OC)c(OC)c3)on2)sc(C)c1C	103	-0.1
Cc1ccc(NC(=O)CSC2=NC(N)=C(C#N)C3(CCCCC3)C2C(N)=O)cc1 (centres undefined)	102	0.2
CCn1c(SC)nnc1C1CCCN(C(=O)Cc2cccnc2)C1 (centres undefined)	107	1.7
O=C(c1ccc(N2C(=O)c3ccccc3C2=O)cc1)N1CCN(S(=O)(=O)c2ccccc2F)CC1	102	-0.1
O=C(Nc1ccccc1)Nc1cc(-c2ccccc2)[nH]n1	101	0.1
CCOC(=O)C(C)Sc1nnc2ccc3ccccc3n12 (centres undefined)	103	0
COc1cc(Cc2ccc(N)c(OC)c2)ccc1N	100	-0.3

Bioassay records deposited in PubChem by ICCB-Longwood Screening Facility, Harvard Medical School.

Some of the compounds tested; the hit share may differ from the screen's.
